CHO-K1 Ca antag = M1 antagonist counterscreen hit in parental CHO-K1 cells. ATP-induced calcium, Fluo-8 fluorescence. inhibition, % at 3 µM. 360,000 tested, 0.6% active;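 active = inhibition above a per-plate cutoff, the plate's mean sample inhibition plus 3 SD, cut at about 24% in these data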;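 note: 0% = DMSO plus EC80 ATP and 100% = DMSO alone without ATP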
M4 PAM = CHRM4 positive allosteric modulation; CHO-K1 hM4/Gqi5, Fluo-8 calcium fluorescence, ACh EC20; 0% = ACh EC20, 100% = maximal ACh; 360,000 tested, 0.4% active; AID 624126; P08173; activation, % at 3 µM;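 active = activation above its plate's cutoff, the mean activation of sample wells plus 3 SD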; note: some results filed as inactive read as strong as hits
Target sequence (P08173 whole entry, looked up): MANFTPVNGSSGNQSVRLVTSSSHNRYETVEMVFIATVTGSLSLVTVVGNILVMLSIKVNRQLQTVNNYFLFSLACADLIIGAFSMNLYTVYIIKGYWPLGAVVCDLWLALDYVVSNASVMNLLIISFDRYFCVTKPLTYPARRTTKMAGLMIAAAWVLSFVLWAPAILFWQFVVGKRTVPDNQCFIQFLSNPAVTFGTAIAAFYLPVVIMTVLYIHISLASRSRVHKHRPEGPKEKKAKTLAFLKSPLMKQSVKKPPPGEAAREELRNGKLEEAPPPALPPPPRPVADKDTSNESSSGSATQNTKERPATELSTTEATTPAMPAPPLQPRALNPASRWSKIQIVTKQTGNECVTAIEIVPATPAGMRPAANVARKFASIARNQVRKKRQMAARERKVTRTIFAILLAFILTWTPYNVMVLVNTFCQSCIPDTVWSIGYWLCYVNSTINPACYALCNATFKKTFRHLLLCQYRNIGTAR
M5 ag = CHRM5 agonism in calcium assay; CHO-K1 hM5 cells, Fluo-8 calcium fluorescence; 0% DMSO wells, 100% maximal acetylcholine response; P08912; 360,000 tested, 0.19% active; AID 624037; activation, % at 3 µM;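 active = activation above the run's mean over test compounds plus 3 SD, cut at about 23% in these data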;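 note: signal is peak over basal fluorescence ratio across the kinetic read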
M5 antag = antagonists of human muscarinic M5 receptor (CHRM5); P08912; CHO-hM5 cells, Fluo-8 calcium fluorescence, ACh EC80; inhibition, % at 3 µM; 360,000 tested, 0.59% active; AID 624040;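 active = inhibition above a per-plate cutoff, the mean of that plate's test compounds plus 3 SD, cut at about 27% in these data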;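 note: 0% = acetylcholine EC80 with DMSO and 100% = DMSO without agonist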
CHO-K1 Ca PAM = M1 PAM counterscreen hit in parental CHO-K1 cells | ATP EC20, Fluo-8 calcium fluorescence; 0% at ATP EC20, 100% at ATP max | activation, % at 3 µM | 360,000 tested, 0.02% active;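 active = activation above the run cutoff, the mean activation of all test compounds plus 3 SD, cut at about 40% in these data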;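 note: peak over basal fluorescence ratio in a 140 s read after ATP addition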
CHRM5 PAM = positive allosteric modulators of human muscarinic M5 receptor; P08912; CHO-K1 hM5, Fluo-8 calcium, ACh EC20 PAM; 0% = ACh EC20, 100% = ACh EC100; activation, % at 3 µM; 360,000 tested, 0.3% active; AID 624038;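 active = activation above the run cutoff, the mean activation of all test compounds plus 3 SD, cut at about 18% in these data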
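Test system: CHO-K1 hM5 cells / Doses: single-point, 3 µM nominal / Times: Post-acetylcholine fluorescence recording 140 s / Technique: Fluo-8 calcium fluorescence / Measure: Max/basal fluorescence ratio as % of EC20–EC100 ACh window / Benchmarks: low control EC20 acetylcholine (0%), high control EC100 acetylcholine (100%) / Replicates: one well per compound, no replicates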
M4 antag = CHRM4 antagonism in calcium assay. CHO-hM4 cells, ACh EC80, Fluo-8 calcium fluorescence. inhibition, % at 3 µM. 360,000 tested, 0.73% active. AID 624125;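 active = inhibition above its plate's cutoff, the mean inhibition of sample wells plus 3 SD, cut at about 27% in these data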;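 note: 0% = acetylcholine EC80 with DMSO and 100% = DMSO without agonist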
CHRM4 agonist = agonists of human muscarinic M4 receptor (CHRM4). 360,000 tested, 0.14% active. P08173. activation, % at 3 µM. CHO-K1 hM4/Gqi5, Fluo-8 calcium fluorescence; vehicle 0%, full acetylcholine response 100%;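 active = activation above the run mean over all test wells plus 3 SD, cut at about 32% in these data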;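 note: peak over basal fluorescence ratio per well then scaled between controls; 0% = DMSO wells and 100% = acetylcholine at EC100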
CHO-K1 Ca ag = M1 agonist counterscreen hit in parental CHO-K1 cells | 360,000 tested, 0.48% active | Fluo-8 calcium fluorescence; scaled to maximal ATP response, vehicle zero | activation, % at 3 µM | AID 602248; in the data active = activation above about 15%;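 note: untransfected CHO-K1 host cells lacking M1 receptor as counterscreen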
* hit, by the source's call.

SMILES	CHO-K1 Ca antag	M4 PAM	M5 ag	M5 antag	CHO-K1 Ca PAM	CHRM5 PAM	M4 antag	CHRM4 agonist	CHO-K1 Ca ag
CCN(CC)c1ncnc2c1ncn2[C@H]1CN(Cc2ccco2)C[C@@H](CO)O1	-4	-1	3	-10	11	2	2	2	0.8
Cc1c(C(=O)OCC2CCCO2)[nH]c2c1C(=O)CC(c1ccc(N(C)C)cc1)C2 (centres undefined)	0	-7	3	10	8	-13	-10	14	5.7
Cc1cccc(C(=O)Nc2cccc(OC(=O)c3cccc(C)c3)c2)c1	-8	-6	-4	-3	5	-4	-2	0	1.9
Cc1cc(C)c(S(=O)(=O)NCc2cn3ccccc3n2)c(C)c1	-6	-4	-3	-9	4	2	-8	2	-0.2
COc1cccc(C2C(C(N)=O)=C(C)Nc3nc(-c4ccccc4Cl)nn32)c1 (centres undefined)	5	1	4	-1	3	-1	-4	1	0.4
CC1CCC2(CC1)N=C(N)Nc1nc3ccccc3n12 (centres undefined)	-2	7	0	5	3	1	9	0	-0.4
COc1ccc(CCN(Cc2cccs2)S(=O)(=O)c2ccc(S(=O)(=O)N3CCCCCC3)cc2)cc1OC	-5	-2	0	2	-1	-2	5	-1	0.0
CC(NC(=O)c1ccc(S(=O)(=O)Nc2ccccc2Cl)cc1)c1ccncc1 (centres undefined)	-11	-1	0	3	18	7	4	2	1.2
Cc1ccc(NC(=O)Nc2ccc3c(c2)nc(C)n3C)cc1	3	8	-3	11	8	-4	7	0	-0.3
CCc1cc(=O)oc2c(C)c(OCC(=O)N3CCCc4ccccc43)ccc12	-1	-12	-6	12	16	-15	3	10	3.8
CC(=O)OCCn1c(=O)c2cc3c(=O)n(CCOC(C)=O)c(=O)c3cc2c1=O	-4	12	-2	6	21	1	-7	1	-0.1
Cc1ccc2nc(C)c(C)nc2c1N	-12	15	-2	-6	20	6	-3	1	1.0
CC(C(=O)O)N1C(=O)/C(=C/c2cccn2C)SC1=S (centres undefined)	-12	0	-1	-5	28	6	2	0	1.4
CCC(CC)C(=O)c1c[nH]c(C(=O)NCc2ccccn2)c1	-13	5	-4	-2	2	7	-13	1	1.2
CCn1c(/C=N/c2nc3ccccc3n2C)nc2ccccc21	-3	7	-2	2	20	0	4	0	-0.1

Results in M5 ag and CHRM4 agonist, for some of the entries so far:
Structure | M5 ag | CHRM4 agonist
Cc1ccc2nc(C)c(C)nc2c1N | -2 | 1
CC(=O)OCCn1c(=O)c2cc3c(=O)n(CCOC(C)=O)c(=O)c3cc2c1=O | -2 | 1
CCn1c(/C=N/c2nc3ccccc3n2C)nc2ccccc21 | -2 | 0
CCC(CC)C(=O)c1c[nH]c(C(=O)NCc2ccccn2)c1 | -4 | 1
COc1cccc(C2C(C(N)=O)=C(C)Nc3nc(-c4ccccc4Cl)nn32)c1 (centres undefined) | 4 | 1
CCN(CC)c1ncnc2c1ncn2[C@H]1CN(Cc2ccco2)C[C@@H](CO)O1 | 3 | 2

Next records
SMILES	CHO-K1 Ca antag	M4 PAM	M5 ag	M5 antag	CHO-K1 Ca PAM	CHRM5 PAM	M4 antag	CHRM4 agonist	CHO-K1 Ca ag
CCOC(=O)c1c(C)[nH]c(C)c1C(=O)CSc1nc(N)cc(=O)[nH]1	13	-1	3	2	-3	2	6	0	-0.1
CC(C(=O)O/N=C(\N)c1cccnc1)c1ccc([N+](=O)[O-])cc1 (centres undefined)	-29	4	0	-9	30	11	-18	1	1.1
CCC1=C([N+](=O)[O-])C(c2ccc3c(c2)OCO3)NC(=O)N1 (centres undefined)	4	3	2	0	-9	10	1	1	-0.1
Cc1cc(C(F)F)n2nc(C(=O)Nc3sc4c(c3C#N)CCC(C)C4)nc2n1 (centres undefined)	-3	4	2	-3	9	0	-11	4	1.2
Cc1ccc(S(=O)(=O)N2CCC(C(=O)NC3CC(C)(C)NC(C)(C)C3)CC2)cc1C	-6	-1	-5	9	7	1	-1	1	0.7
CCOc1ccccc1NC(=O)COC(=O)Cc1cccs1	4	-15	-2	-13	1	6	100*	-3	0.4
O=C(NC(=S)Nc1ccc(CN2CCCCC2)cc1)c1cccc(OCc2ccccc2)c1	-5	-27	-17	48*	23	-33	39*	7	2.1
CC(=O)C1N=NCC1c1ccccc1 (centres undefined)	2	-1	-1	16	-5	-7	9	0	0.5
C[C@H](CO)N1C[C@H](C)[C@@H](CN(C)C(=O)NC2CCCCC2)Oc2ccc(NC(=O)Nc3ccccc3)cc2C1=O	-2	10	-2	5	-5	8	-11	0	0.0
O=C(O)CCCc1ccc2c(c1)CCc1ccccc1-2	-6	1	1	-3	-2	3	-4	0	0.0
O=[N+]([O-])c1ccc(S(=O)(=O)N2CCN(c3ccnc4cc(Cl)ccc34)CC2)cc1	-1	-8	-4	16	-15	-4	5	1	-0.6
Cc1ccc(-c2csc(NC(=O)c3cccc(C)c3)c2C(=O)O)cc1	7	-10	4	16	-10	-27	18	22	5.8
O=C(CCCN1C(=O)c2ccccc2C1=O)Nc1c(C(=O)C2CC2)oc2ccccc12	12	3	1	-6	0	1	-28	1	-0.6
Cc1ccc(NC(=O)CCc2nnc3ccc(N4CCOCC4)nn23)cc1C	9	8	1	-4	-10	6	-15	0	-0.6
Cc1cc(=O)c(C(=O)O)nn1-c1ccccc1C(F)(F)F	-12	4	-1	1	2	-3	3	0	0.7
Cc1cccc(NC(=O)c2ccc(C(=O)Nc3cccc(C)c3)nc2)c1	-5	6	0	-2	18	-6	2	2	2.5
CCCCNC(=O)[C@@H]1CC=C[C@@H]2CCN(C3CC3)C(=O)[C@@H]21	-8	3	3	2	5	13	2	1	0.5
CCOC(=O)c1c(N)sc(C(=O)N2CCOCC2)c1C	-10	-3	-2	-3	16	-3	7	1	0.4
Cc1ccc(CNC(=O)c2ccc(N3CCC4(CC3)CC(c3cccc(Br)c3)=NO4)c(NC(=O)c3ccc(Cl)c([N+](=O)[O-])c3)c2)cc1	-1	11	1	10	-17	2	1	1	0.1
CCS(=O)(=O)N1CCC(C(=O)NC2CCCCC2)CC1	-15	3	-1	6	12	-7	6	1	0.2
Cc1ccccc1NC(=O)/C(=C/c1ccccc1)c1ccccc1	-5	0	-3	3	17	-9	-4	-2	0.0
CC1CCCN(CC(O)COCc2ccccc2)C1 (centres undefined)	-2	0	-2	-5	4	-1	0	0	0.1
Nc1nc(CN2CCN(c3ccccc3)CC2)nc(N2CCCc3ccccc32)n1	8	-2	-3	6	5	-3	-6	4	0.9
CC(=O)Nc1sc(C)c(C)c1C(=O)OC1CCOC1=O (centres undefined)	7	-5	-2	6	-4	-6	1	0	0.0
COc1ccc(Br)cc1CNC(=O)C1CCC(=O)N1C(C)C (centres undefined)	13	-2	-1	5	-8	-5	1	0	-0.1
COc1ccccc1NS(=O)(=O)c1ccc2c(c1)NC(=O)CC(=O)N2	-7	3	1	-10	14	7	-1	1	1.2
CCN(CC)CCCNC(=O)CSc1nc(-c2cccs2)cc(C(F)(F)F)n1	-7	4	-5	2	18	4	2	1	0.4
CCN(CC)S(=O)(=O)c1ccc2nnn(O)c2c1	-7	-1	-2	15	12	-4	8	1	0.7
CCOc1ccccc1Nc1ncccc1C(=O)O	-1	19	-2	0	5	-2	-20	0	-0.3
CCCc1nc(SCc2ccc(Cl)cc2Cl)n[nH]1	-1	-2	-3	4	11	-1	7	-2	2.9
Cn1c(=O)c2c(O)cc(=O)[nH]c2n(-c2ccccc2)c1=O	-5	2	-2	2	14	-5	-1	0	0.2
CCOCCCNC(=O)C(NC(=O)Cc1cccs1)c1ccc(C)cc1 (centres undefined)	-2	21*	2	9	16	6	-4	0	0.2
CCc1nc(N[C@H](C(=O)O)C(C)C)c2oc3ccccc3c2n1	-10	13	-3	9	24	0	-2	0	0.5

Reprinted at random: 6 entries already listed, in no set order.
SMILES	CHO-K1 Ca antag	M4 PAM	M5 ag	M5 antag	CHO-K1 Ca PAM	CHRM5 PAM	M4 antag	CHRM4 agonist	CHO-K1 Ca ag
COc1ccccc1NS(=O)(=O)c1ccc2c(c1)NC(=O)CC(=O)N2	-7	3	1	-10	14	7	-1	1	1.2
CCN(CC)CCCNC(=O)CSc1nc(-c2cccs2)cc(C(F)(F)F)n1	-7	4	-5	2	18	4	2	1	0.4
Cc1ccc(CNC(=O)c2ccc(N3CCC4(CC3)CC(c3cccc(Br)c3)=NO4)c(NC(=O)c3ccc(Cl)c([N+](=O)[O-])c3)c2)cc1	-1	11	1	10	-17	2	1	1	0.1
CC1CCCN(CC(O)COCc2ccccc2)C1 (centres undefined)	-2	0	-2	-5	4	-1	0	0	0.1
CC(=O)Nc1sc(C)c(C)c1C(=O)OC1CCOC1=O (centres undefined)	7	-5	-2	6	-4	-6	1	0	0.0
Cc1ccccc1NC(=O)/C(=C/c1ccccc1)c1ccccc1	-5	0	-3	3	17	-9	-4	-2	0.0

Screening data (PubChem BioAssay)
